HCV NS3 hel inh – inhibitors of Hepatitis C virus NS3 helicase; NS3 helicase DNA unwinding, Cy5 molecular beacon fluorescence; inhibition, % at 10.9 µM; actives 0.56% (n = 290,000); AID 1800;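 active = inhibition above the mean of all tested compounds plus 3 SD, set per campaign, cut at about 35% in these data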;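 also: 0% = DMSO wells and 100% = thioflavine S control wells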
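Test system: hepatitis C virus NS3 helicase domain fragment enzyme. Also added: annealed dual-labelled DNA beacon duplex, ATP-started. Timing: 60 min unwinding reaction at 25 °C after ATP addition. Technique: Cy5 fluorescence. Measure: % inhibition of unwinding.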
DNA FID counter – counter-screen for HCV NS3 helicase inhibitors: DNA intercalator displacement. inhibition, % at 7.9 µM. actives 0.17% (n = 290,000). DNA fluorescent intercalator displacement, fluorescence; in the data active = inhibition above about 37%;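 also: 0% = vehicle and 100% = reference compound; higher means more ethidium bromide displaced from hairpin DNA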
IMP-1 inhibitor – blocks Pseudomonas aeruginosa IMP-1 metallo-beta-lactamase | purified IMP-1, nitrocefin hydrolysis, epi-absorbance fluorescence | inhibition, % at 5.6 µM | actives 0.45% (n = 290,000) | AID 1556;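 active = inhibition above the mean plus 3 SD of all compounds in the same screening run, cut at about 4.5% in these data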;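 also: 0% = IMP-1 with DMSO and 100% = DMSO wells lacking enzyme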
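Test system: recombinant IMP-1 enzyme, purified / Medium: HEPES buffer pH 7.1 with ZnSO4 and Brij 35 / Doses: single dose, 5.6 µM / Times: 25 °C, 15 min preincubation, 25 min reaction / Detection: Epi-absorbance via hydrolysed-nitrocefin quenching of white-plate fluorescence, 480/530 nm, EDTA stop / Evaluation: percent inhibition from optical density relative to buffer-blank wells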
PHOSPHO1 block – blocks human PHOSPHO1 phosphatase activity; Q8TCT1; recombinant PHOSPHO1, absorbance phosphatase assay; inhibition, % at 13.3 µM; actives 1.1% (n = 290,000); in the data active = inhibition above about 60%
Target sequence (Q8TCT1 whole entry, looked up): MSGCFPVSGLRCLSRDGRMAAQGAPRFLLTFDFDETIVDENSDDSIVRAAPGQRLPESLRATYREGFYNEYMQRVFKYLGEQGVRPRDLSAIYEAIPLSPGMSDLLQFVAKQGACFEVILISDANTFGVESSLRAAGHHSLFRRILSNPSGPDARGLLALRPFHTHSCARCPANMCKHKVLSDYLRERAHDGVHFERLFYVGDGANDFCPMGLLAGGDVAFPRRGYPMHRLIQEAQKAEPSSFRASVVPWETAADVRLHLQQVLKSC
VIM-2 inh – blocks Pseudomonas aeruginosa VIM-2 metallo-beta-lactamase | purified VIM-2, nitrocefin hydrolysis, epi-absorbance fluorescence | inhibition, % at 5.6 µM | actives 0.89% (n = 290,000) | AID 1527;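 active = inhibition above the mean of all tested compounds plus 3 SD, cutoff set per screening run, cut at about 7.5% in these data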;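 also: red hydrolysis product quenches plate fluorescence so inhibitors raise well fluorescence; 0% = enzyme with DMSO and 100% = DMSO without enzyme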
V1R ag counter – V1a receptor agonism, counter-screen for OXTR agonists | P37288 | CHO-V1R cells, Fluo-8 calcium fluorescence, agonist mode; 0% DMSO, 100% 3 nM vasopressin | activation, % at 3 µM | actives 0.25% (n = 320,000) | AID 2797;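 active = activation above the mean activation of all tested compounds plus 3 SD, per screening run, cut at about 20% in these data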;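 also: signal is peak over basal fluorescence ratio across a 100 second FLIPR read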
Target sequence (P37288 whole entry, looked up): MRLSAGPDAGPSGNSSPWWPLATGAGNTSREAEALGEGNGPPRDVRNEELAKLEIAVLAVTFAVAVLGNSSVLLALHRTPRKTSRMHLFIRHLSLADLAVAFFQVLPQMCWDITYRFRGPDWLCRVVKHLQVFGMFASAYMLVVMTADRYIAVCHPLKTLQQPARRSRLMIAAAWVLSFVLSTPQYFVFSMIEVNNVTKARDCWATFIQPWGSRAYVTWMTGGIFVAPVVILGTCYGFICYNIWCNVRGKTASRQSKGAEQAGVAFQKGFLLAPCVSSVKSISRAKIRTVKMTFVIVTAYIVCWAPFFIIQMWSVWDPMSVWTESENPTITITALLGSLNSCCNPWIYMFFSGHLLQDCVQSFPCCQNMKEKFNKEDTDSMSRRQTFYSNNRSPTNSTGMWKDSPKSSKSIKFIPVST
GalR3 antagonist – human GalR3 antagonism; AID 651719; inhibition, % at 3 µM; O60755; HEK293 GalR3-CNG cAMP membrane potential fluorescence; galR3 body fused to GalR1 C-terminus; actives 0.44% (n = 360,000);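 active = inhibition above the screen-wide average plus 3 SD, cut at about 13% in these data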;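 also: forskolin and galanin both at EC90 stimulate the cells; cAMP rise reported by CNG channel membrane potential dye signal; 0% = forskolin plus galanin with DMSO and 100% = forskolin alone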
GPR7 antag – antagonists of human GPR7 (neuropeptides B/W receptor 1); P48145; GPR7-expressing cells, fluorescence antagonist assay; inhibition, % at 4.4 µM; actives 1.1% (n = 290,000); AID 1861; in the data active = inhibition above about 16%, passing the limit was not always enough;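 also: cells stimulated with the agonist NPW; 0% = agonist with vehicle and 100% = vehicle without agonist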
Target sequence (P48145 whole entry, looked up): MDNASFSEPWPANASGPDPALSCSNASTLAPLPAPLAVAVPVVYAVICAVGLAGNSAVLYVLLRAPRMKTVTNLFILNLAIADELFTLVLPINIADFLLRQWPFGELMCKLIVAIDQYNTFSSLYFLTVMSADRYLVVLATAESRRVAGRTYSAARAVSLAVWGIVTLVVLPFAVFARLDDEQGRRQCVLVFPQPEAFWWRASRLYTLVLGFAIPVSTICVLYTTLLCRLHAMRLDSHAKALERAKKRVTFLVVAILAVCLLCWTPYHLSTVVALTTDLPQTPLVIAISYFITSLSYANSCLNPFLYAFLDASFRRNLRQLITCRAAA
OXTR ag – human OXTR agonism; CHO-OTR cells, Fluo-8 calcium fluorescence; normalized: DMSO 0%, oxytocin 100%; P30559; actives 0.32% (n = 320,000); activation, % at 3 µM;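 active = activation above the mean of all tested compounds plus 3 SD, cutoff set per screening run, cut at about 20% in these data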;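 also: peak over basal fluorescence ratio from a 100 s FLIPR kinetic read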
Starred values were filed as active, the others as inactive; . = not tested or not shown. The order is random; about 4.3% have a hit in one of these screens.

Values run as follows: HCV NS3 hel inh | DNA FID counter | IMP-1 inhibitor | PHOSPHO1 block | VIM-2 inh | V1R ag counter | GalR3 antagonist | GPR7 antag | OXTR ag
(1) Cc1cccc(OCc2nnc(SCC(=O)O)n2-c2ccccc2)c1
 : 12 | -31 | -1.6 | . | 0.8 | 0.6 | -3 | 22 | -0.1
(2) O=C(NC1CCCCC1)C(=S)NCCc1ccccc1
 : 4 | -8 | -4.1 | -17 | -2.4 | -0.5 | -6 | -14 | -1.3
(3) CC(C)C(=O)Nc1nnc(S(=O)(=O)N2CCc3ccccc32)s1
 : -17 | -17 | -4.8 | 0 | -1.5 | 4.4 | 1 | 4 | -1.1
(4) Cc1cccc(NC(=O)Nc2cccc(Oc3c(F)c(F)c(F)c(F)c3F)c2)c1
 : -3 | 6 | -1.2 | 24 | -1.1 | 6.0 | -11 | -4 | 6.2
(5) CCOc1ccccc1OCCOCCOc1c(Cl)cccc1Cl
 : -1 | -21 | -2.9 | -7 | -3.0 | 0.5 | -5 | -18 | -2.5
(6) CSC1=NC(C)(C)C=C(/C=C/c2ccc(Cl)cc2)N1
 : -32 | -2 | -1.9 | -12 | -2.3 | 0.4 | -3 | 2 | -0.3
(7) O=[N+]([O-])c1ccc(OCCn2cncn2)cc1
 : -12 | -2 | -2.3 | . | -3.2 | 0.8 | -14 | -2 | 0.5
(8) CC(C)(C)c1ccc(S(=O)(=O)N2CC(C(=O)O)Oc3ccc(Cl)cc32)cc1 (stereo unspecified)
 : -35 | 12 | -1.8 | 10 | -0.1 | -0.2 | -6 | -9 | -0.7
(9) CN(C)CC(C)(C)CNS(=O)(=O)c1ccc(Cl)cc1
 : -6 | -1 | -0.6 | -2 | 1.1 | 0.0 | -3 | -4 | 0.5
(10) COc1cc(C(=O)OCC#N)ccc1OCc1c(C)noc1C
 : -11 | -6 | -2.3 | 27 | 0.0 | 0.8 | -1 | -6 | 0.0
(11) CCOCCCNC(=O)c1ccc2c(=O)n(Cc3ccc(OC)cc3)c(=O)[nH]c2c1
 : -3 | -18 | -1.3 | 8 | -1.3 | 0.1 | -6 | 1 | 1.1
(12) CC(C)OCCCNC(=O)c1ccc(CS(=O)(=O)c2cccc(C(F)(F)F)c2)o1
 : 15 | -28 | -0.7 | 11 | -2.4 | 2.6 | -13 | 0 | 2.2
(13) CC1(C)Oc2ccc3ccc(=O)oc3c2/C(=C/NNC(N)=O)C1=O
 : 9 | -7 | -3.1 | 19 | 0.8 | -0.4 | -5 | -12 | -1.0
(14) CCOC(=O)C(CCCOc1ccc(C(C)CC)cc1)C(=O)OCC (stereo unspecified)
 : -3 | -1 | -3.6 | -4 | -2.9 | -0.3 | -6 | -10 | -0.5
(15) O=c1nc(N2CCOCC2)ccn1-c1nc(-c2ccccc2)sc1-c1ccccc1
 : 6 | -33 | -1.6 | -4 | 1.5 | 0.6 | 0 | -13 | 0.2
(16) CSS(=O)(=O)c1cccc2cccnc12
 : 6 | -2 | -1.8 | 44 | 38* | -1.9 | 1 | -7 | 0.3
(17) O=C(CSCc1c(F)cccc1Cl)NNC(=S)NC1CCCCC1
 : 4 | -37 | -1.7 | -141 | -4.6 | 5.9 | -2 | -1 | 3.4
(18) CCC1CCCCN1C(=O)c1ccc(OC)c(OC2CCN(C(C)C)CC2)c1 (stereo unspecified)
 : 8 | 1 | 0.7 | 29 | 1.4 | -0.7 | 1 | 4 | -1.2
(19) Cc1cccc(-c2cc3nc(C)c(C)c(NCCCn4ccnc4)n3n2)c1
 : 0 | 20 | -1.2 | 15 | 35* | -0.4 | -3 | -8 | 1.0
(20) O=C(CNS(=O)(=O)c1c(Cl)cccc1Cl)OCC(=O)N1CCN(c2ccccc2)CC1
 : 1 | -23 | -1.9 | 3 | -2.5 | 2.5 | -14 | -4 | 1.7
(21) COC(=O)CC(N)c1ccc(Br)cc1 (stereo unspecified)
 : 11 | 7 | -2.0 | 17 | -4.4 | -0.5 | -6 | 4 | -0.2
(22) CCS(=O)(=O)N1CCN(c2ccccc2F)CC1
 : 4 | 2 | -2.0 | 5 | -4.2 | 0.6 | -3 | -8 | 0.6
(23) O=C(CNC(=O)/C(=C/c1ccccc1)NC(=O)c1ccc(Br)cc1)OCc1ccccc1
 : 7 | -15 | -2.9 | -3 | -3.3 | 1.2 | 1 | -7 | 0.0
(24) O=C(N1CCOCC1)N1CCCN(C(=O)N2CCOCC2)CC1
 : -4 | 3 | -3.8 | -25 | -0.6 | 1.1 | 6 | -7 | -0.1
(25) S=C(NCCN1CCOCC1)Nc1cccc2ccccc12
 : 7 | -5 | -4.5 | -10 | -0.6 | 0.0 | -2 | -1 | -0.3
(26) COc1ccc(-n2c(CNc3ccc(C)cc3)nnc2SCC(=O)Nc2nc(-c3ccccc3)cs2)cc1
 : -2 | 0 | -2.8 | -91 | -3.5 | 0.4 | -5 | 2 | 0.4
(27) Cc1ccccc1S(=O)(=O)Cc1ccc(C(=O)NCCCN2CCCC2)o1
 : -5 | 6 | 0.3 | 40 | 0.1 | -0.9 | -8 | -5 | 0.2
(28) O=C(O)CCCC(=O)N1CC(=O)Nc2ccccc21
 : 3 | 2 | -0.1 | 3 | 1.9 | 0.9 | -3 | 2 | 0.5
(29) CCC(c1nnc(SCC(=O)Nc2nnc(-c3ccccc3)o2)n1Cc1ccccc1)N(C)C (stereo unspecified)
 : 1 | -17 | -2.4 | -56 | -2.5 | -0.1 | -2 | -10 | -1.2
(30) Cc1ccc(NC(=O)c2ccc(Cl)c(N3C(=O)C=CC3=O)c2)cc1
 : 13 | -1 | -1.3 | -41 | -1.6 | -0.4 | 11 | 2 | 2.0
(31) CC1=C(C(=O)OCc2ccc3c(c2)OCO3)C(c2ccc(F)cc2)NC(=O)N1 (stereo unspecified)
 : -7 | -26 | -2.8 | 18 | -1.4 | 3.1 | 5 | -9 | 3.1
(32) CCN(CC)c1ccc(/C=N/NC(=O)Cc2ccc(OC)c(OC)c2)cc1
 : 7 | -36 | -4.3 | -14 | -3.9 | 0.0 | -4 | -13 | -1.1
(33) O=C(O)c1ccc(Nc2cc(Cl)c3nonc3c2[N+](=O)[O-])cc1
 : 18 | 8 | -3.1 | 24 | 0.2 | 1.3 | -1 | -17 | -0.4
(34) Cc1ccc(-c2nnc(Nc3ccc4c(c3)OCO4)c3ccccc23)cc1S(N)(=O)=O
 : -5 | -14 | -3.7 | 4 | -0.9 | -1.0 | -4 | -18 | -1.0
(35) C/C=C\C=C/C(=O)Nc1cccc(C2=NOC3(C2)C[C@H](C(N)=O)N(C(=O)Cc2ccc([N+](=O)[O-])cc2)C3)c1 (stereo partly specified)
 : . | . | . | 31 | . | -1.2 | 5 | . | -0.7
(36) CC(=O)c1cccc(NC(=O)c2c(F)c(F)c(F)c(F)c2F)c1
 : -2 | -1 | -0.3 | 0 | 0.4 | 3.4 | -2 | -6 | 1.6
(37) CCCOc1ccc(/C=C/C(=O)NC2CCCCC2)cc1
 : -9 | -21 | -0.6 | -28 | -0.5 | 2.4 | -12 | -12 | 0.9
(38) Cc1c(OCC(=O)NCCCN2CCOCC2)ccc2c3c(c(=O)oc12)CCCC3
 : -13 | 5 | -2.0 | 22 | 13* | 0.7 | -6 | -15 | 0.4
(39) O=C(COc1ccccc1)N/N=C/c1ccc([N+](=O)[O-])o1
 : 41* | -13 | -2.5 | -6 | 0.5 | 0.1 | 1 | -6 | 0.2
(40) O=C(NCc1ccccn1)c1ccc(Cl)c(S(=O)(=O)Nc2ccccc2C(=O)NCc2ccccn2)c1
 : 7 | -32 | -4.5 | -2 | -1.6 | 0.6 | -7 | -4 | -1.6
(41) Cc1onc(-c2ccccc2Cl)c1C(=O)N1CCCCC1C (stereo unspecified)
 : 18 | -12 | 1.0 | 36 | 1.4 | -0.6 | -6 | -4 | -0.6
(42) CC(=O)CCc1ccc(OCC(O)CNC2CCCc3ccccc32)cc1 (stereo unspecified)
 : -26 | 9 | -2.1 | -9 | -2.9 | 3.3 | -1 | 7 | 5.7
(43) Cc1ccc(OCc2nc(-c3cccnc3)no2)cc1C
 : -6 | -3 | -1.4 | 1 | -0.7 | 6.4 | 0 | 6 | 3.2
(44) COc1ccc(CNC(=O)COC(=O)C2CC3C=CC2C3)cc1 (stereo unspecified)
 : 13 | -8 | -3.9 | 1 | -3.1 | 0.7 | -5 | -6 | -0.3
(45) Cc1ccc(NC(=O)C2CCN(c3cnccn3)CC2)cc1C
 : 0 | -3 | 0.4 | 19 | -1.2 | -0.1 | -7 | 1 | -0.8
(46) CCCCC(=O)Nc1nc2ccc3nc(C)sc3c2s1
 : -14 | -9 | -7.3 | 5 | -0.9 | -1.1 | -2 | -12 | -0.5
(47) COc1ccc(N2CC(NC(=O)NCC(C)C)CC2=O)cc1 (stereo unspecified)
 : 53* | -4 | -1.8 | -13 | -3.8 | -0.1 | -4 | -2 | -1.8
(48) O=C(NCCC1=CCCCC1)C1CCN(S(=O)(=O)c2cccc3nonc23)CC1
 : 11 | -3 | -1.8 | -38 | -2.0 | 1.9 | -2 | 5 | 0.2
(49) Cc1ccc(N=C/C(C(=O)C(F)(F)F)=C(\O)c2ccco2)cc1Cl
 : 3 | -4 | -5.3 | -14 | -0.7 | 0.1 | 1 | -6 | -0.7
(50) CCc1ccc(CNC(=O)CCCn2nc(C)n3ccnc3c2=O)cc1
 : -1 | -15 | -0.8 | 28 | -0.4 | 0.5 | . | -2 | -1.0
(51) S=C(NCc1ccccc1)Nc1nccs1
 : -5 | -4 | -4.8 | -2 | -2.8 | 1.4 | -3 | -9 | 0.4
(52) Cc1c(Br)c([N+](=O)[O-])nn1CCCC(=O)Nc1c(C)n(C)n(-c2ccccc2)c1=O
 : 2 | -10 | -3.4 | -20 | -2.0 | -0.6 | 0 | -4 | 0.7
(53) O=S(=O)(/N=C(/Nc1ccc(Cl)cc1Cl)c1ccccc1)c1cccs1
 : -9 | -17 | -0.9 | 1 | 0.7 | -0.3 | -2 | -18 | -1.1
(54) Cc1occc1-c1nnc(SCC(=O)NC2CCCC2)n1C
 : -9 | -4 | -0.8 | 27 | 0.2 | 0.2 | -4 | -8 | 0.0

Source: PubChem BioAssay (several laboratories)
